Screening data: PubChem, National Center for Advancing Translational Sciences (NCATS)
ELG1 genotoxic = inducers of genotoxicity in HEK293T ELG1-luciferase cells; Potency, µM (top dose mostly 46 µM), for inactives: at the highest dose activity change, positive = activation, hits mostly activators; 1.3% of 330,000 active; HEK293T ELG1-luciferase reporter, luminescence, 16 h; note: potency is the fitted concentration of half-maximal effect; % of control where 0% means no effect; nearly all actives have a fitted effect of over 60% in size
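Step 1: seed 2,000 HEK293T ELG1-luciferase cells per well. Step 2: add compound or DMSO, incubate 16 hr at 37 °C. Step 3: ONE-Glo, 30 min at room temperature, read luminescence.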
FBPA coupling cs = coupling enzyme interference in Giardia aldolase counter-screen; coupling enzyme system counterscreen, AmpLite Red fluorescence; 0.67% of 290,000 active; activity change, negative = inhibition, % at 58.2 µM, hits read low; in the data active = activity change below about -30%; note: % is set by controls: 0 for no effect and ±100 for the full control effect
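Activity here indicates interference with the coupling reaction, not aldolase inhibition. Compounds at 57.5 uM final met coupling enzymes for 10 min at RT; substrate and AmpLite Red detection followed, with a 525/598 nm fluorescence read after 20 min.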
Rab9 prom act = activates the Rab9 promoter; Huh7 Rab9 promoter-luciferase reporter, luminescence, 24 h; Potency, µM (series often up to 9.22 µM), for inactives: at the highest dose activation, negative = inhibition, usual class: activators; 2.8% of 320,000 active; AID 485297; note: potency is the fitted concentration of half-maximal effect; % of control where 0% means no effect; nearly all actives have a fitted effect of over 60% in size
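Luciferase signal after 10 min detection reagent at ambient indicates Rab9 promoter upregulation; stably transfected Huh7 cells were treated 24 h with compound in DMSO at 37 °C, 5% CO2.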
FLuc modulator = firefly luciferase modulation, counter-screen for miR-21 project; 6.9% of 360,000 active; AID 588342; purified FLuc, Km substrates, luminescence inhibition; Potency, µM (series often up to 57.5 µM), inactives show at the highest dose activity change, negative = inhibition, most hits filed as inhibitors; P08659;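 note: potency is the fitted concentration of half-maximal effect; plate controls were vehicle for no effect and reference inhibitor for full effect; nearly all actives have a fitted effect of over 55% in size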
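Purified P. pyralis luciferase, 10 nM final, with Km-level 10 uM D-luciferin and 10 uM ATP in 50 mM Tris acetate pH 7.5, 10 mM Mg acetate, 0.01% Tween-20, 0.05% BSA; 6-point qHTS titration about 60 µM downward; luminescence read.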
uPA generation = inhibitors of cell surface uPA generation. cell surface uPA generation assay, qHTS. Potency, µM (highest dose often 38.3 µM), without a hit: at the highest dose activity change, negative = inhibition, most hits filed as inhibitors. 0.31% of 330,000 active. AID 540303; active = well fitted inhibition curve with a large enough effect; inconclusive = small, poorly fitted or top-dose-only effect; inactive = no such curve, though single readings can be large or run the other way; tested in mouse RAW 264.7 cells; note: potency is the fitted concentration of half-maximal effect; % is set by controls: 0 for no effect and ±100 for the full control effect; nearly all actives have a fitted effect of over 55% in size
KCNH2 3.1 block = inhibitors of human KCNH2 3.1 potassium channel isoform. AID 720553. activity change, % (tested at about 1.8 µM). 0.95% of 340,000 active. U2OS KCNH2 3.1, thallium flux FluxOr; hits give low values;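 active = maximum activity change below -70%; inconclusive = maximum activity change from -70% to -50%; inactive = maximum activity change above -50%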;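 note: thallium influx rate constant from kinetic fluorescence after stimulation buffer; % is set by controls: 0 for no effect and ±100 for the full control effect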
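U2OS cells transduced with KCNH2 3.1 mutant virus (1.77 x 10^8 /mL, 4 h), plated overnight at 37 C, loaded 45 min with FluxOr dye plus Red40 quencher. Thallium flux rate constant from kinetic reads after stimulation buffer, normalised to controls.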
Tb PFK inh = blocks T. brucei phosphofructokinase; O15648; 0.17% of 330,000 active; T. brucei PFK, ADP-Glo luminescence; AID 485367; Potency, µM (doses to about 57.5 µM), inactives show top-dose activity, negative = inhibition, most hits filed as inhibitors;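 note: potency is the fitted concentration of half-maximal effect; 0% = uninhibited 1x PFK enzyme wells and -100% = no-enzyme wells; nearly all actives have a fitted effect of over 60% in size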
Target sequence (O15648 whole entry, looked up): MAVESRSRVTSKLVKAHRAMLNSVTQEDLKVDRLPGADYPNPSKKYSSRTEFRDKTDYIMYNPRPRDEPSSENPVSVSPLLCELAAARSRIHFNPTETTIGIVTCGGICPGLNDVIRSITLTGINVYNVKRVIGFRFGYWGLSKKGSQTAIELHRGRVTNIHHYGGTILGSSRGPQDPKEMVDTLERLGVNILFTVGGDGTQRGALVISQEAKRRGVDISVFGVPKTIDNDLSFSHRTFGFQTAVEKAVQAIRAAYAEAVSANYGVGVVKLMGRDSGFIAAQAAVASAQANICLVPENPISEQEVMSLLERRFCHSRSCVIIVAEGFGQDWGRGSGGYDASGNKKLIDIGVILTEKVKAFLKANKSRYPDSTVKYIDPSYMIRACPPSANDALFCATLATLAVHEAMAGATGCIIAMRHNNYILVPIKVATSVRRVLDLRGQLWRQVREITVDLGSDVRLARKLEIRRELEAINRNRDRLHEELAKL
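Luminescent ADP detection (ADP-Glo, two-step: ATP depletion then ADP-to-ATP conversion for luciferase) reported PFK activity after 45 min room-temperature reaction of 1.25 nM enzyme with 0.5 mM F6P and 0.1 mM ATP at pH 8.0.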
RORg inh = blocks mouse ROR gamma transcriptional activity | AID 2551 | 5.4% of 310,000 active | P51450 | Potency, µM (series often up to 53.6 µM), for the others: top-dose activity change, negative = inhibition, most hits filed as inhibitors | Drosophila S2 Gal4-RORgamma UAS-luciferase reporter, 20 h; note: potency is the fitted concentration of half-maximal effect; % is set by controls: 0 for no effect and ±100 for the full control effect; nearly all actives have a fitted effect of over 60% in size
Target sequence (P51450 whole entry, looked up, the tested form may be a part): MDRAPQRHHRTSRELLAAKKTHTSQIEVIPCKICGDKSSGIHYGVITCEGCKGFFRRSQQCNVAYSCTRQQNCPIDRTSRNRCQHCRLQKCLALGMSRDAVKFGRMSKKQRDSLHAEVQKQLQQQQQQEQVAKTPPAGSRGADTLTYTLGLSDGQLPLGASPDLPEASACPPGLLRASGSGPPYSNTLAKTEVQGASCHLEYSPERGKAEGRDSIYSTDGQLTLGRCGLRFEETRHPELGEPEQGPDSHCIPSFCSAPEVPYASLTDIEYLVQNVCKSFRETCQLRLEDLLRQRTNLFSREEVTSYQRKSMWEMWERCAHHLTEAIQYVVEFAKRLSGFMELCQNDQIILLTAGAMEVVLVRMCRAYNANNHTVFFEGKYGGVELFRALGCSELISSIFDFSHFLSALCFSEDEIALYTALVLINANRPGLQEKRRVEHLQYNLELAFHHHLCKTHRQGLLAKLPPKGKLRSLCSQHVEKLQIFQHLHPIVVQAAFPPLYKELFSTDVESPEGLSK
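Read-out: Photinus luciferase luminescence; inhibitors lower reporter signal. Insect Schneider cells with Gal4-ROR gamma fusion under metallothionein promoter, UAS reporter; 700 uM final copper sulfate induction, 20 hr, ambient temperature.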
NPC1 promoter act = activates the NPC1 promoter; Huh7 NPC1 promoter luciferase reporter, 24 h; Potency, µM (titrated, usually from 9.22 µM), for inactives: at the highest dose activation, actives largely listed as activators; 2.4% of 320,000 active; AID 485313;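 note: potency is the fitted concentration of half-maximal effect; % of control where 0% means no effect; nearly all actives have a fitted effect of over 60% in size; reporter is driven by a mutant NPC1 promoter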
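Readout is luciferase luminescence, reflecting NPC1 promoter activation in stably transfected Huh7 cells after 24 h compound exposure at 37 °C in reduced-serum medium with 10% FBS.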
Gal4-VP16 FLuc = Gal4-VP16 reporter inhibition counter-screen | Potency, µM (highest dose often 53.6 µM), for inactives: at the top dose activity, negative = inhibition, hits mostly inhibitors | Drosophila S2 Gal4-VP16 UAS-luciferase, luminescence, 20 h | 3.5% of 310,000 active;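 note: Gal4-VP16 expression switched on by copper sulfate through the metallothionein promoter; potency is the fitted concentration of half-maximal effect; % is set by controls: 0 for no effect and ±100 for the full control effect; nearly all actives have a fitted effect of over 50% in size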
Giardia kill = Giardia lamblia killing; activity change, % at 7.66 µM, hits read low; AID 540267; 0.15% of 340,000 active; Giardia lamblia trophozoite viability; in the data active = activity change below about -80%; inconclusive = between about -30% and that limit;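 note: parasites exposed to compound for two days anaerobically before the ATP read; % is set by controls: 0 for no effect and ±100 for the full control effect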
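ATP-content bioluminescence gauges trophozoite survival. Cells (100/well) receive compound and incubate anaerobically for 48 hrs at 37 deg C; detection reagent follows for 15-30 min at room temperature.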
* hit, by the source's call; ? = inconclusive; . = no result given; [ ] = remark or other dose. Unless noted, calls come from the whole dose curve; as a rule, active = well fitted curve in the direction sought with a large enough effect; inconclusive = small, poorly fitted or top-dose-only effect, or another doubt; inactive = no such curve, though single readings can be large; an effect the other way counts as inactive or inconclusive.

item	structure	ELG1 genotoxic	FBPA coupling cs	Rab9 prom act	FLuc modulator	uPA generation	KCNH2 3.1 block	Tb PFK inh	RORg inh	NPC1 promoter act	Gal4-VP16 FLuc	Giardia kill
1	COC(=O)CSC1=C(C#N)C(c2ccc(Cl)cc2)C(C(=O)OC)C(=O)N1 (centres undefined)	6%	-1	9%	-1%	-2%	15	-8%	?	4%	2%	-7
2	O=C(CC1C(=O)NCCN1Cc1c(F)cccc1Cl)NC1CCCCCC1 (centres undefined)	1%	-1	-3%	-2%	-10%	-1	1%	2%	-4%	-6%	-10
3	COC(=O)N1C(=O)[C@](c2ccccc2)(C2CCCCC2)N1C(=O)OC	14%	1	4%	6%	?	34	0%	-21%	-3%	?	-19
4	Cc1ccc(/C=N/n2nnnc2N)cc1[N+](=O)[O-]	-1%	2	10%	1%	4%	3	3%	-43%	3%	-7%	0
5	COCCNC(=S)N/N=C/c1ccc(OCc2ccc(C(=O)OC)cc2)c(OC)c1	7%	2	2%	4%	4%	-4	8%	2.2µM*	0%	7.1µM*	19
6	COc1ccc(C2C(C#N)=C(N)N(Nc3ccccc3)C3=C2C(=O)CC(C)(C)C3)cc1C (centres undefined)	-8%	-3	1%	1%	0%	3	4%	3%	-11%	1%	-2
7	CCCn1c(=N)n(CC(=O)c2ccc(Cl)c(Cl)c2)c2ccccc21	9%	-4	?	-2%	2%	2	-1%	?	?	?	2
8	COCc1c(C(=O)Nc2ccc3nc(N4CCOCC4)sc3c2)oc2ccccc12	-11%	.	-5%	.	-3%	1	-1%	.	4%	.	15
9	CCc1ccnc(NS(=O)(=O)c2ccc3c(c2)OCCO3)c1	0%	-1	0%	0%	7%	16	4%	10%	2%	1%	-9
10	COC(=O)C(Cc1c[nH]c2ccccc12)NC(=O)c1ccc2nc[nH]c2c1 (centres undefined)	3%	.	-2%	2.4µM*	4%	15	1%	.	-3%	.	-5
11	COc1cc2c(cc1OC)CN(C1CCCN(Cc3cc(Cl)ccc3O)C1)CC2 (centres undefined)	-3%	-2	-3%	-2%	14%	-30	0%	3%	-1%	-6%	-5
12	COc1ccc(F)cc1S(=O)(=O)n1nc(C)cc1C	0%	0	1%	1%	2%	10	0%	-11%	-2%	-7%	12

(list continues)
item	structure	ELG1 genotoxic	FBPA coupling cs	Rab9 prom act	FLuc modulator	uPA generation	KCNH2 3.1 block	Tb PFK inh	RORg inh	NPC1 promoter act	Gal4-VP16 FLuc	Giardia kill
13	CCC(C)(C)n1nnnc1C(c1cc2cc(C)cc(C)c2[nH]c1=O)N1CCN(C(=O)c2ccco2)CC1 (centres undefined)	-1%	5	0%	?	-2%	6	0%	29%	-2%	-2%	16
14	COc1ccc(C(=O)NC(=S)Nc2ccc3oc(=O)ccc3c2)cc1[N+](=O)[O-]	-18%	.	-8%	-1%	0%	.	0%	?	-8%	?	?
15	CCOC(=O)C1C2C=CC3(CN(Cc4ccccc4)C(=O)C13)O2 (centres undefined)	0%	-2	-8%	-2%	-3%	-8	-6%	1%	2%	5%[10 µM]	7
16	Cc1nc(SCC(=O)c2cc3ccccc3oc2=O)c(C#N)c(-c2ccccc2)c1C(=O)Nc1ccccc1	-10%	3	0%	-1%	3%	10	-2%	-33%	-3%	?	?
17	COC(=O)c1cc(C(=O)OCC(=O)NC(=O)NCc2ccccc2)cc([N+](=O)[O-])c1	-1%	.	0%	1%	-13%	7	-2%	.	0%	.	-8
18	Cc1ccccc1CC1(CO)CCCN(Cc2nc(-c3cccs3)oc2C)C1 (centres undefined)	-7%	-1	-3%	1%	2%	-15	1%	?	-5%	-1%	0
19	Cc1cccc(N2CCN(C(=O)c3cc(S(=O)(=O)N4CCOCC4)cn3C)CC2C)c1 (centres undefined)	-3%	-1	-9%	3%	-4%	-4	0%	-15%	2%	0%	20
20	CC(=O)Nc1cccc(NC(=O)CSc2nnc3ccc(-c4ccccn4)nn23)c1	0%	.	2%	-1%	-8%	4	-5%	.	2%	.	6
21	O=C(CN1CCc2ccccc2C1)Nc1cc(S(=O)(=O)N2CCOCC2)ccc1N1CCOCC1	3%	0	-4%	-6%	0%	6	4%	?	0%	-5%	7
22	COc1cccc(N2CCN(C(=O)c3ccc(CS(=O)c4ccc(C)cc4)o3)CC2)c1 (centres undefined)	1%	.	-24%	-3%	-3%	-22	1%	-10%	-2%	0%	15
23	Cc1cccc(CC(=O)c2c[nH]c3ccccc23)c1	7%	2	11%	-16%	-10%	6	1%	-2%	1%	0%	18
24	CC(OC(=O)c1cnc(Cl)c(Cl)c1)C(=O)NCc1ccccc1 (centres undefined)	0%	.	-6%	0%	-26%	-3	-3%	.	-3%	.	-8

Additional entries follow:
item	structure	ELG1 genotoxic	FBPA coupling cs	Rab9 prom act	FLuc modulator	uPA generation	KCNH2 3.1 block	Tb PFK inh	RORg inh	NPC1 promoter act	Gal4-VP16 FLuc	Giardia kill
25	Cc1ccc(Cl)cc1NC(=O)CSc1sc2c(O)cc(=O)[nH]c2c1C#N	-1%	-2	-1%	0%	5%	2	-3%	11%	-6%	2%	-11
26	O=C(CSc1nc2ccc(Cl)cc2[nH]1)N1CCN(C(=O)c2ccco2)CC1	-1%	-2	-8%	-4%	-2%	-2	-8%	33%	-4%	23%	-6
27	Cc1cccc(NC(=O)c2nc[nH]c2C(=O)N[C@@H](Cc2ccccc2)C(=O)OCc2ccccc2)c1	0%	2	-10%	2%	-1%	.	4%	2.2µM*	2%	10µM*	8
28	Cc1ccc2c(c1)COc1c3ccc(C(=O)N[C@@H](C)CO)cc3nn1-2	?	-3	2.2µM*	3.4µM*	4.5µM*	-10	2%	-43%	1.6µM*	?	-8
29	Cc1nn(C)c(NC(=O)c2ccc(Cl)cc2Cl)c1Br	-6%	0	-6%	6%	-21%	3	4%	16%	3%	-1%	-7
30	N/C(=N\OC(=O)c1ccc2ccccc2c1)c1cccc([N+](=O)[O-])c1	?	1	12%	1.9µM*	5%	-1	-4%	-30%	26%	?	-15
31	O=C(CCCOc1ccccc1)N1CCN(S(=O)(=O)c2cccs2)CC1	8%	-1	4%	-13%	1%	12	2%	?	8%	-29%	-1
32	CC(=O)Nc1ccc2sc(C)nc2c1	3%	-1	-4%	-6%	14%	23	-11%	19%	-2%	-9%	1
33	NC(N)=N/N=C/c1ccc(OCc2ccccc2)c(OCc2ccccc2)c1	9%	-1	4%	1%	-6%	-21	-4%	?	0%	?	-4
34	Cc1c(Cl)cccc1NC(=O)CC(C(=O)O)C1CCCO1 (centres undefined)	2%	6	2%	1%	0%	-1	1%	-3%	-2%	3%	-3
35	CCCN1CC23C=CC(O2)C(C(=O)O)C3C1=O (centres undefined)	-2%	1	-4%	0%	6%	-1	-4%	-1%	-1%	1%	10
36	CC(C)(C)OC(=O)[C@H](Cc1ccccc1)NC(=O)c1nc[nH]c1C(=O)N1CCNCC1	-2%	.	.	.	17%	-13	6%	.	.	.	-10
37	Cc1ccc(CNC(=O)Cn2c(=O)n(CC(=O)N3CCCCC3)c(=O)c3sccc32)cc1	-1%	.	-4%	0%	-9%	32	3%	40%	-2%	-2%	-5
38	CCCCc1nnc(NC(=O)c2oc3ccccc3c2C)s1	7%	.	27%	?	-2%	5	1%	.	?	.	11
39	NS(=O)(=O)c1ccc(NC(=S)NCC2CCCO2)cc1 (centres undefined)	0%	2	-5%	-1%	0%	12	-9%	-17%	-1%	4%	-13

Profiles, quoted from the list.
Record of CC(C)(C)OC(=O)[C@H](Cc1ccccc1)NC(=O)c1nc[nH]c1C(=O)N1CCNCC1 = ELG1 genotoxic = -2%; FBPA coupling cs = .; Rab9 prom act = .; FLuc modulator = .; uPA generation = 17%; KCNH2 3.1 block = -13; Tb PFK inh = 6%; RORg inh = .; NPC1 promoter act = .; Gal4-VP16 FLuc = .; Giardia kill = -10
Record of N/C(=N\OC(=O)c1ccc2ccccc2c1)c1cccc([N+](=O)[O-])c1 = ELG1 genotoxic = ?; FBPA coupling cs = 1; Rab9 prom act = 12%; FLuc modulator = 1.9µM*; uPA generation = 5%; KCNH2 3.1 block = -1; Tb PFK inh = -4%; RORg inh = -30%; NPC1 promoter act = 26%; Gal4-VP16 FLuc = ?; Giardia kill = -15
